# Compound activity (PubChem)
# PDI inh – inhibitors of human PDI, primary screen, biochemical, turbidity, single point, plate reader. AID 588391, 2011. hit rate 0.052% among 350,000. Protein disulfide-isomerase (Homo sapiens), P07237. inhibition, % at 10 µM. PDI insulin aggregation turbidity, A650, 90 min;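 active means mean inhibition across replicates of 30% or more, whatever share of single replicates reach that level; inconclusive means mean inhibition below 30% while every single replicate reaches 30%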;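 further: absorbance from insulin aggregation driven by PDI reduction with DTT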
# Vif inh – HIV Vif self-association inhibitors, primary screen, imaging, HEK293T, single point; HEK293T cells, Vif self-association by quenched fluorescence, 24 h; inhibition, % at 7.49 µM; hit rate 0.35% among 340,000; AID 602346, 2012; in the data active means inhibition above about 50%, passing the limit was not always enough; inconclusive means no clear call, values can overlap the other calls; inactive means below about 31%; further: some results filed as inactive read as strong as hits
# Glyco luc inh – increase of ERlucT glycosylation luciferase signal, primary screen, N-linked glycosylation inhibitor project, D54 ERlucT cells, luminescence, set 2; AID 588692, 2011; reporter increase, % at 12.5 µM; D54 ERlucT glycosylation luciferase reporter, 24 h; percent of 100 nM tunicamycin response; hit rate 0.23% among 360,000;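 active means mean luciferase reporter signal, scaled so untreated is 0 and the glycosylation-blocking control 100, at or above a set limit in every replicate; inconclusive means mean reaches the limit but not every replicate does; inactive means mean below the limit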;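 further: luciferase carries N-glycosylation sites so blocking glycosylation raises the light; 0% = median of neutral control wells and 100% = median of 100 nM tunicamycin wells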
# HTR2A ag – mouse Htr2a agonists via beta-arrestin recruitment, primary screen, cell-based, luminescence; 5-hydroxytryptamine receptor 2A (Mus musculus), P35363; CHO-K1 mHTR2A beta-arrestin complementation; percent of 30 µM serotonin response; activation, % at 7.6 µM; hit rate 0.66% among 360,000; AID 624169, 2012;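 active means activation above a run cutoff, the mean activation of all tested compounds plus 3 SD, cut at about 14% in these data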;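 further: 0% = plate median of compound wells and 100% = 30 µM serotonin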
# aDG glyco up – activators of alpha-DG glycosylation, primary screen, uHTS, Pro5-aDG cells, AlphaScreen | alpha-DG glycosylation AlphaScreen (IIH6); 0% Pro5, 100% B10-LARGE cell signal | hit rate 0.22% among 360,000 | activation, % at 10 µM;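 active means activation of at least 8% versus controls, or a plate z-score of at least 8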;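 further: Pro5 are CHO cells carrying HIG-tagged alpha-DG that lacks glycosylation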
# ABCB6 inh 2 – ABCB6 transporter inhibitors, primary screen, K562-ABCB6 cells, flow cytometry, MLPCN library; hit rate 0.19% among 360,000; ATP-binding cassette sub-family B member 6 (Homo sapiens), Q9NP58; K562-ABCB6 porphyrin accumulation, 1 h; active compounds read low; fluorescence ratio to DMSO, % at 10 µM;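 active means fluorescence ratio to DMSO below 75%, the collection mean minus 3 SD; inconclusive means too few cells collected in the well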;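 further: signal is porphyrin accumulated inside mitochondria; 100% equals median channel fluorescence of DMSO control wells; lower ratio means ABCB6 inhibition with less porphyrin fluorescence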
# Target sequence (Q9NP58 whole entry, looked up): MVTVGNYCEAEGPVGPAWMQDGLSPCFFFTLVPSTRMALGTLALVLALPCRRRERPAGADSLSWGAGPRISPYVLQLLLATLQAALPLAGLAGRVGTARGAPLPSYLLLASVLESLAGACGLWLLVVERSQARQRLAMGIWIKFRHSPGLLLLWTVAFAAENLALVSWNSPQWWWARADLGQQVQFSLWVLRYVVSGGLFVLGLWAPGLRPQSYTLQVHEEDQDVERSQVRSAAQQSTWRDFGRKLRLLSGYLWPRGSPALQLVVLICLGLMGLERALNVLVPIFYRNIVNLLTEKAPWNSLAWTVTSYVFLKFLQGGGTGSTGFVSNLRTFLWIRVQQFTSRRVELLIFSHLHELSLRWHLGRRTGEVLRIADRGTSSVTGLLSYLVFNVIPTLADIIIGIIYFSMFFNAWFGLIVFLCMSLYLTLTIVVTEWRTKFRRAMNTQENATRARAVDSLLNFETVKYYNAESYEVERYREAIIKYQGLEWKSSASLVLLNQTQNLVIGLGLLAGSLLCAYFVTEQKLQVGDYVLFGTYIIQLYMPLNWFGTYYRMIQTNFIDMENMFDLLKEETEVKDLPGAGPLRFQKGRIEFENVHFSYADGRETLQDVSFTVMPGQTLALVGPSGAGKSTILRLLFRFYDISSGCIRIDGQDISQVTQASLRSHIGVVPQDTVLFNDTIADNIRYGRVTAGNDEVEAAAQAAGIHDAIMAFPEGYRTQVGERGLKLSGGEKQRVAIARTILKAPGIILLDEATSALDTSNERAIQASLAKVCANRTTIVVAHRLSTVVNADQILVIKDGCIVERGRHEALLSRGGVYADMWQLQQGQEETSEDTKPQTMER
# H9c2 protect – cardioprotection against H2O2-induced cell death, primary screen, uHTS, H9c2 cells, ATPLite luminescence | hit rate 0.63% among 360,000 | protection from H2O2 cell death, % at 20 µM | AID 588492, 2011 | H9c2 cardiomyocytes, H2O2 injury protection, 2 h;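 active means compounds giving at least 50% protection of heart cells from peroxide-induced death in the single-dose screen, raw or plate-pattern-corrected value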;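 further: 0% = DMSO wells with peroxide and 100% = DMSO wells without peroxide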
# MC4R antag cAMP – MC4R antagonists of cAMP signaling, primary screen, cell-based, TR-FRET, antagonist arm of biased-ligand search; MC4R-expressing cells, MTII-stimulated cAMP, LANCE TR-FRET; inhibition, % at 6.5 µM; hit rate 0.48% among 360,000; AID 540295, 2011;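 active means inhibition above its plate's cutoff, the mean of tested wells on that plate plus 3 SD, cut at about 29% in these data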;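 further: 0% = Melanotan II alone and 100% = Melanotan II plus saturating MCL0020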
#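 Material – human MC4R-expressing U2OS cells · Repeats – no replicates · Detection – TR-FRET with Eu-cAMP and labeled anti-cAMP, 671 nm · Times – compound 30 min, challenge 1 h, detection 1 h · Compound – single nominal compound dose of 6.5 µM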
# CaV13 ICDI inh – Disruptors of the CACNA1D IQ motif to Ca2+-dependent inactivation inhibitor domain association, primary screening, Förster resonance energy transfer in intact living …. HEK cells, CFP/YFP FRET ICDI-IQ, plate reader, 10 min; percent FRET-ratio fall versus neutral wells. inhibition, % at 12.3 µM. hit rate 0.098% among 340,000;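 active means mean replicate inhibition of at least 30% and at least 1% of replicates passing that level; inconclusive means only one of the two criteria is met; inactive means neither criterion is met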;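 further: 0% = median of the neutral control wells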
# MC4R barr agon – MC4R agonists recruiting beta-arrestin, primary screen, cell-based, luminescence, agonist arm of biased-ligand search. U2OS MC4R beta-arrestin complementation; percent of melanotan II response, DMSO zero. AID 540308, 2011. activation, % at 8.9 µM. Melanocortin receptor 4 (Homo sapiens), P32245. hit rate 0.98% among 360,000;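 active means activation above a per-plate cutoff, the mean activation of sample wells on that plate plus 3 SD, cut at about 8% in these data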
# The depositor's hits bear a star; ? = inconclusive; / = not tested or not shown.
SMILES,PDI inh,Vif inh,Glyco luc inh,HTR2A ag,aDG glyco up,ABCB6 inh 2,H9c2 protect,MC4R antag cAMP,CaV13 ICDI inh,MC4R barr agon
COc1ccc(C[C@H]2CN3C(=NC[C@@H]3Cc3ccccc3)N2CCNC(=O)c2ccc(C)c(Br)c2)cc1,10.7,-18.0,-5.6,-2.4,-0.5,100.0,-30.0,8.9,/,22.8*
COc1cccc(NC(=O)CNC(=O)c2ccc([N+](=O)[O-])cc2)c1,4.9,5.8,0.8,2.2,0.0,100.0,-7.9,4.6,-1.5,-1.1
Cc1ccc(CSc2nc3sc(C)c(C)c3c(=O)n2Cc2ccco2)cc1,3.1,0.2,-1.6,0.6,-0.1,84.0,-6.8,13.3,-6.0,-2.1
COc1ncccc1C(=O)N1CCC(n2nccc2NC(=O)CC(C)C)CC1,-7.4,7.8,0.5,0.9,0.0,105.0,-2.2,0.5,-5.6,-3.2
CCCn1nnc(NC(=O)COc2cc(C)ccc2C(C)C)n1,5.6,-6.4,-3.2,-0.7,0.0,93.0,1.3,6.8,-10.2,0.5
COc1ccc(C(=O)N2CC(=O)Nc3ccccc32)cc1S(=O)(=O)N1CCCC1,0.2,0.4,1.3,-0.8,0.1,96.0,-1.1,15.0,-2.5,-0.5
Cc1ccc(C(=O)OCC(=O)Nc2ccccc2Cl)c(O)c1,3.5,-5.8,2.4,6.6,0.0,94.0,1.4,3.1,-4.8,3.2
O=C(CN1CCC(NC(=O)C2CCCCC2)CC1)NCc1ccco1,5.6,5.9,-0.9,0.3,0.3,93.0,10.6,12.2,-4.6,2.1
CCCn1c(SC(C(=O)Nc2cccc(OC)c2)c2ccccc2)nc2ccccc2c1=O (configuration not stated),-5.5,5.6,-2.6,6.1,-0.4,96.0,50.4*,6.6,-5.8,0.9
COC(=O)CCC(NC(=O)c1cc(C)oc1C)C(=O)OC (configuration not stated),12.4,/,-0.7,2.9,-0.1,99.0,12.6,0.7,-5.2,-3.1
COC(=O)CNC(=O)C1Nc2ccccc2C2C=CCC12 (configuration not stated),15.2,-2.6,0.7,5.7,0.0,97.0,11.5,1.4,-12.5,-0.7
COc1ccc(S(=O)(=O)N(CC(=O)NCC2CCCO2)Cc2ccccc2)cc1C (configuration not stated),3.5,3.1,-3.0,0.3,0.0,96.0,2.2,13.7,-4.9,-0.6
CCc1ccc(/C=C/c2c[nH]c3ccccc23)[n+](CC)c1,4.8,-23.7,-1.0,-1.9,-0.1,118.0,-21.1,-11.7,-6.7,-0.1
Cc1cc(C(=O)CSc2n[nH]c(N)n2)c(C)n1-c1cc(F)ccc1F,2.2,/,-2.9,-5.2,0.2,87.0,-20.0,2.3,-5.3,-1.0
CCOc1ccc(NC(=O)c2cccc(NC3=NC4CS(=O)(=O)CC4S3)c2)cc1 (configuration not stated),/,1.5,2.6,4.7,0.0,102.0,-6.7,1.2,-4.8,-0.6
Cc1cc(C(=O)COC(=O)c2ccc3c(c2)OCO3)c(C)n1Cc1cccs1,-10.0,25.1,-11.0,-7.5,-0.1,98.0,-20.8,-0.5,-8.3,-2.9
CCCCC(c1nc2ccccc2[nH]1)n1c(=O)c(-c2ccccc2)nc2cc(C)c(C)cc21 (configuration not stated),/,6.1,-3.2,10.9,0.3,103.0,-2.1,/,-9.7,/
CC(=O)c1ccc(N2CCN(C(=O)/C=C/c3ccc4ccccc4n3)CC2)cc1,0.6,5.6,3.3,2.7,2.4,95.0,13.4,-11.4,5.5,0.2
O=C(CN(C(=O)Cn1nnc(-c2ccc(F)cc2)n1)c1ccc(F)cc1)NC1CCCC1,6.1,-13.3,-3.3,8.8,0.2,94.0,-2.3,1.2,-20.2,-0.5
COc1cc(C2C(C#N)=C(N)OC3=C2C(=O)CC(C)(C)C3)c([N+](=O)[O-])cc1OC (configuration not stated),8.0,14.1,1.1,2.0,-0.1,98.0,2.3,-10.1,-4.3,-2.8
CC(Sc1ccccc1)C(=O)NNC(=O)c1ccncc1 (configuration not stated),-7.5,0.6,-1.1,1.8,0.3,102.0,1.7,7.8,-6.4,2.6
CCC(=O)Nc1nnc(SCC(=O)Nc2ccc3c(c2)OCO3)s1,-16.5,-3.8,-1.4,-19.5,0.4,100.0,-2.9,-0.1,-7.3,-0.8
CC1CC(C)CN(CCCNC(=O)C2CCN(S(=O)(=O)N3CCCCC3)CC2)C1 (configuration not stated),-4.6,15.3,1.0,1.5,-0.1,99.0,5.6,-0.9,-8.6,-1.3
Cc1ccc(-n2nc(C)c(/C=N/n3c(C)n[nH]c3=S)c2Cl)cc1,7.0,5.0,-1.6,-1.2,-0.2,96.0,-7.6,-0.1,-6.8,2.4
Cc1ccc(C(=O)Nc2ccc(N3CCOCC3)cc2N2CCOCC2)cc1,-4.1,1.0,1.7,-4.1,-0.4,101.0,2.1,-3.4,/,1.6

# The last three records of the section before are carried over, then new ones follow:
SMILES,PDI inh,Vif inh,Glyco luc inh,HTR2A ag,aDG glyco up,ABCB6 inh 2,H9c2 protect,MC4R antag cAMP,CaV13 ICDI inh,MC4R barr agon
CC1CC(C)CN(CCCNC(=O)C2CCN(S(=O)(=O)N3CCCCC3)CC2)C1 (configuration not stated),-4.6,15.3,1.0,1.5,-0.1,99.0,5.6,-0.9,-8.6,-1.3
Cc1ccc(-n2nc(C)c(/C=N/n3c(C)n[nH]c3=S)c2Cl)cc1,7.0,5.0,-1.6,-1.2,-0.2,96.0,-7.6,-0.1,-6.8,2.4
Cc1ccc(C(=O)Nc2ccc(N3CCOCC3)cc2N2CCOCC2)cc1,-4.1,1.0,1.7,-4.1,-0.4,101.0,2.1,-3.4,/,1.6
Cc1cccc(C(=O)N/N=C/c2ccncc2)c1,2.8,-0.2,0.8,-2.4,-0.2,97.0,-9.4,-2.0,-3.9,-0.4
COc1ccc2c(c1[N+](=O)[O-])CCC/C2=N/OC(=O)c1ccccc1SC,-3.3,-2.9,1.0,1.5,0.1,108.0,13.1,-2.7,/,1.3
Cc1ccc(C2CC2/C(=N/O)c2ccc(F)cc2)cc1 (configuration not stated),-7.0,-6.3,-3.0,0.5,0.0,100.0,-9.0,-4.3,-4.8,3.1
CN1C(=S)SC(N(O)C(=O)Nc2ccccc2)C1(C)C (configuration not stated),-1.7,-1.5,0.3,2.3,0.1,91.0,-2.9,4.6,-1.1,-0.5
COc1cccc(-c2sc3ccc(OC)cc3c2-c2cc(F)cc(OC)c2)c1,-3.5,/,-5.4,2.5,-0.1,94.0,-11.4,13.2,-10.5,-0.1
CCN(CC)S(=O)(=O)c1cccc(NC(=O)COC(=O)c2cccs2)c1,-9.1,11.3,1.3,-2.1,0.1,99.0,-8.3,-4.3,5.1,-3.5
Cc1ccc(Oc2cnn(-c3ccccc3)c(=O)c2Br)cc1,5.2,-4.6,-3.4,2.7,-0.2,99.0,-7.8,8.7,0.2,-1.4
Cc1csc(NC(=O)C2CCN(C(=O)c3ccccc3C)CC2)n1,2.8,-16.2,-0.3,-1.3,-0.2,99.0,-2.0,17.5,-6.6,-2.6
CCOC(=O)C1=c2s/c(=C\c3ccncc3)c(=O)n2C(N)=C(C(=O)OC)C1c1ccncc1 (configuration not stated),-0.1,8.4,-0.1,-1.8,-0.2,86.0,68.3*,13.0,-12.6,-3.9
CCCn1c2ccccc2c2cnn(CC(=O)NCCCOC)c(=O)c21,3.9,-9.9,-0.2,-0.5,0.1,106.0,3.9,21.6,-4.1,3.6
CC(C)c1ccc(-c2nc(N3CCCCCC3)nc3n[nH]c(N)c23)cc1,-8.4,1.4,-3.4,-2.6,-0.3,98.0,2.0,7.1,-4.0,4.6
CC1CCCCC12NC(=O)N(CC(=O)N1CCN(S(=O)(=O)/C=C/c3ccccc3)CC1)C2=O (configuration not stated),-28.3,-3.5,-0.3,1.2,-0.2,98.0,5.1,2.3,-3.3,-2.1
COc1ccc(F)c(C2C(C#N)=C(N)Oc3n[nH]c(C(C)(C)C)c32)c1 (configuration not stated),3.6,22.0,-0.3,4.3,0.0,94.0,2.5,3.4,-3.9,-3.0
O=C(OCC#CCSc1nnc(-c2ccc([N+](=O)[O-])cc2)o1)c1cccs1,-4.8,27.9,0.3,3.4,0.1,93.0,-19.0,1.1,-3.2,-0.2
Oc1[nH]c2ccccc2c1N=Nc1ccccc1Cl,-6.0,-6.0,-0.5,-3.1,-0.3,96.0,-8.2,-1.7,-12.1,0.0
O=C(CSc1nnc2ccc(-c3cccnc3)nn12)Nc1ccccc1,11.0,?,1.2,-1.4,0.2,96.0,6.1,3.4,-6.5,-3.4
Cn1ccc(=S)c2ccccc21,-5.0,7.9,1.3,3.2,-0.4,100.0,13.5,-6.4,-6.7,0.1
O=C(COc1ccc(Cl)cc1Cl)Nc1nc2n(n1)C(c1ccccc1)CC(=O)N2 (configuration not stated),3.0,20.9,0.8,-5.4,0.1,99.0,8.8,6.2,-5.3,-2.2
Cc1cccc(N2CCN(C(=O)[C@H](C)N3C(=O)C4CC=CCC4C3=O)CC2)c1C (some centres not stated),9.7,-8.7,-1.2,-4.5,0.0,90.0,3.7,-6.6,-5.8,-0.9
O=C(/C=C/c1ccc(Cl)cc1Cl)NC(=S)Nc1ccc(CN2CCOCC2)cc1,-7.4,-0.8,8.8,-2.0,0.3,87.0,-0.4,-2.8,-4.5,1.0
CCn1cc(/C=C(\NC(=O)c2cc(OC)c(OC)c(OC)c2)C(=O)N2CCN(C)CC2)c2ccccc21,-8.8,0.1,2.7,13.7,-0.2,97.0,5.9,9.0,-3.1,-0.7
CCOc1ccc(CNC(=O)c2ccc3nc(N4CCOCC4)sc3c2)cc1,14.6,6.8,-0.2,-2.6,0.0,103.0,1.0,0.5,-7.5,-1.2
O=C(c1ccccc1F)N(Cc1ccccc1)Cc1ccccc1,-13.8,-2.1,-1.0,-6.0,-0.1,97.0,-2.0,4.1,-3.9,3.3
O=C1CN(C(=O)c2ccccc2)C(c2ccccc2)c2cc(Cl)ccc2N1 (configuration not stated),-8.5,-14.4,-0.7,10.3,-0.1,97.0,3.6,0.2,-5.7,0.2
Cn1ccc(=NC=C(C#N)C#N)c2ccccc21,0.2,-0.4,1.0,-0.6,0.9,103.0,10.4,27.8,12.1,-3.2
